FXIa single inh: inhibitors of human coagulation factor XIa. actives 0.3% (n = 33,000). P03951. purified human FXIa, fluorogenic AMC substrate cleavage. AID 687. inhibition, % at 10 µM;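 active = inhibition above 40% in the primary screen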;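 note: 0% = enzyme without compound and 100% = blank wells lacking enzyme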
FXIIa inh: inhibitors of human coagulation factor XIIa | actives 0.2% (n = 33,000) | AID 701 | P00748 | purified human FXIIa, AMC substrate fluorescence, 2 h | inhibition, % at 10 µM; in the data active = inhibition above about 30%;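 note: 0% = enzyme with vehicle only and 100% = no enzyme blank; many of its hits are not listed in these tables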
Target sequence (P00748 20-372 limits assumed): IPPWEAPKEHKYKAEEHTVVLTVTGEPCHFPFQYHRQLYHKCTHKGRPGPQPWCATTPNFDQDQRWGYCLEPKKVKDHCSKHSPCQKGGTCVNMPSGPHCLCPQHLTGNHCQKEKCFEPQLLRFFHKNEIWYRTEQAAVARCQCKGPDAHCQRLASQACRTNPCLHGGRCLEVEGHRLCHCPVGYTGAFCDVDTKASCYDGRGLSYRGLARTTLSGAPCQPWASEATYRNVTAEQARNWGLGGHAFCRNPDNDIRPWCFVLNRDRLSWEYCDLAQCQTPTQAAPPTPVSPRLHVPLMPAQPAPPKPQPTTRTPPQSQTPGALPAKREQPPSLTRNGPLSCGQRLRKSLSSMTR
Target sequence (P00748 373-615 limits assumed): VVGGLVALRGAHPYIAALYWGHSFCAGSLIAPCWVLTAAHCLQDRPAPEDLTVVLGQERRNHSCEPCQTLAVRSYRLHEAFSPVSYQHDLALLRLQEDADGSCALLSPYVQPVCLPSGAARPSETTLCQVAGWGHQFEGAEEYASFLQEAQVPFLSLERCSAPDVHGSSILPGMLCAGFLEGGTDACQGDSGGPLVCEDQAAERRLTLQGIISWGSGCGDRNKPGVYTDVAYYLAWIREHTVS
* marks the source's active call; other numbers are inactive results.

SMILES	FXIa single inh	FXIIa inh
O=C(CN1C(=O)c2ccccc2C1=O)NCC1COc2ccccc2O1 (stereo unspecified)	-1	7
Cc1ccccc1N1CC(=O)N(c2ccccc2C)CC1=O	5	6
COC(=O)C1=CN(CC2CCCO2)C=C(C(=O)OC)C1c1ccccc1C(F)(F)F (stereo unspecified)	-9	-16
CC(CN1CCCCC1)OC(=O)C1c2ccccc2Oc2ccccc21 (stereo unspecified)	0	6
O=S(=O)(c1ccccc1)c1nc(-c2ccco2)oc1NCc1ccco1	-2	2
CN(Cc1ccccc1)c1ccc(S(=O)(=O)N2CCOCC2)cn1	9	4
O=C(NC1CCCC1)c1ccccc1-c1nc2ccccc2[nH]1	0	22
COc1cc(/C=C/c2ccc3cccc(OC)c3n2)c(OC(C)=O)c([N+](=O)[O-])c1	5	-2
O=C(Cc1ccccc1)NCc1ccc2c(c1)OCO2	-4	9
Cc1cc(=O)[nH]c(SCC(=O)NCCc2ccccc2)n1	16	-6
CC(C)(C)c1[nH]nc2c1C(C1C=CCCC1)C(C#N)=C(N)O2 (stereo unspecified)	-6	11
CC(=O)N1CCN(c2ccc(NC(=O)C(C)Oc3ccc(Cl)cc3Cl)cc2)CC1 (stereo unspecified)	3	-8
CCCN(/C=N/c1sc2c(c1C#N)CCCCC2)CCC	4	9
CN(C)c1ccc(CNC2C3CC4CC(C3)CC2C4)cc1 (stereo unspecified)	-5	3
c1csc(Cn2c(-c3cccs3)nc3ccccc32)c1	0	6
Cc1onc(-c2ccccc2)c1C(=O)NC(C)C1CCCO1 (stereo unspecified)	-5	-3
C=CCN1C(=O)CN=C1Nc1cc(C)cc(C)c1	-3	-6
CCCCOC(=O)C(C#N)c1nc2ccccc2nc1N1CCN(Cc2ccc3c(c2)OCO3)CC1 (stereo unspecified)	28	4
CCOC(=O)Cc1nnc(NC(=O)CSc2ccc(Cl)cc2)s1	27	-20
CN(C)C(=O)CN(c1ccc2c(c1)OCO2)S(C)(=O)=O	30	-12
CCCCNC(c1ccccc1)c1ccncc1 (stereo unspecified)	5	11
Cc1nnc(N(C)C(=O)c2ccccn2)s1	1	6
c1ccc(-c2nc3cc4ccccc4cc3[nH]2)nc1	-11	2
CCN(CC)C(=O)CSc1nc(O)c(Cc2ccccc2)c(=O)n1-c1ccccc1	-9	-2
CCOc1ccc(S(=O)(=O)NCC(=O)N(C)Cc2cccnc2)cc1	-8	2

Reprinted from the part before: 4 entries, followed by the next part.
SMILES	FXIa single inh	FXIIa inh
Cc1nnc(N(C)C(=O)c2ccccn2)s1	1	6
c1ccc(-c2nc3cc4ccccc4cc3[nH]2)nc1	-11	2
CCN(CC)C(=O)CSc1nc(O)c(Cc2ccccc2)c(=O)n1-c1ccccc1	-9	-2
CCOc1ccc(S(=O)(=O)NCC(=O)N(C)Cc2cccnc2)cc1	-8	2
COc1cccc(NC=C2C(=O)OC3(CCCCC3)OC2=O)c1	-2	4
COc1ccccc1C(=O)Nc1nc(N)n(-c2ccccc2)n1	2	3
CCOC(=O)/C(C(N)=NCC(C)C)=C(/O)c1ccccc1	-1	4
CCNC(=O)OCC(CC)NC(=O)OCC(C)C (stereo unspecified)	1	11
COCCN1C(=O)c2ccc(C(=O)O)cc2C1=O	1	8
O=C(OCc1ccccc1)c1cccc(-c2nnn(Cc3ccccc3)n2)c1	6	10
c1ccc2cc(CN3CCOCC3)ccc2c1	20	-11
Cc1ccc(C(C)C)c(OCC(=O)Nc2ccc(Cl)cn2)c1	-2	-10
Nc1nnc(COc2ccccc2)s1	0	5
Cc1ccc(-n2nnnc2SCC(=O)Nc2ccc3c(c2)OCCO3)cc1C	-2	-4
O=C(c1ccco1)N1CCN(C(=O)c2cccs2)CC1	7	11
O=C1NCCc2c1[nH]c1ccccc21	5	7
CCOC(=O)N1CCC2(CC1)C(C#N)=C(N)Oc1n[nH]c(C)c12	4	5
COc1ccccc1NC(=O)COc1ccc(Br)cc1CO	3	1
O=C(CSc1c[nH]c2ccccc12)NCC1CCCO1 (stereo unspecified)	4	4
COc1ccc(-c2nc(C#N)c(N3CCC(C(N)=O)CC3)o2)cc1OC	-14	-3
COc1ccc(S(=O)(=O)N2CCC(C(=O)Nc3cccc(C(C)=O)c3)CC2)cc1	1	4
N[C@@H](Cc1ccc(O)c(I)c1)C(=O)O	8	6
COCCn1c(N)c(C(=O)OCc2ccccc2)c2nc3ccccc3nc21	-3	-6
CN(CC(=O)O/N=C(\N)c1cccc([N+](=O)[O-])c1)S(=O)(=O)c1ccccc1	-5	23
CCc1cc(OCCCSc2nc(C)cc(=O)[nH]2)ccc1Cl	7	5
Cc1ccc(S(=O)(=O)N2CCN(c3ccc(S(=O)(=O)N4CCOCC4)cn3)CC2)cc1	-12	-11
C=CCSc1nccc(-c2nn(-c3ccc(C)cc3)ccc2=O)n1	7	6
CC(C)(C)n1nnnc1C(c1ccncc1)N(Cc1ccccc1)Cc1ccco1 (stereo unspecified)	-1	6
C=CCN(C(=O)c1ccccc1)c1ccc(OC)cc1	3	7

Exported in markdown: part of the list above.
| molecule | FXIa single inh | FXIIa inh |
| --- | --- | --- |
| CCOC(=O)N1CCC2(CC1)C(C#N)=C(N)Oc1n[nH]c(C)c12 | 4 | 5 |
| COc1ccccc1NC(=O)COc1ccc(Br)cc1CO | 3 | 1 |
| O=C(CSc1c[nH]c2ccccc12)NCC1CCCO1 (stereo unspecified) | 4 | 4 |
| COc1ccc(-c2nc(C#N)c(N3CCC(C(N)=O)CC3)o2)cc1OC | -14 | -3 |
| COc1ccc(S(=O)(=O)N2CCC(C(=O)Nc3cccc(C(C)=O)c3)CC2)cc1 | 1 | 4 |
| N[C@@H](Cc1ccc(O)c(I)c1)C(=O)O | 8 | 6 |

Later entries.
SMILES	FXIa single inh	FXIIa inh
O=S(=O)(c1ccc(-c2cn3ccccc3n2)cc1)N1CCOCC1	-12	-4
CCOC(=O)c1ccccc1NC(=O)Cc1ccccc1OC	-2	4
CCOc1ncccc1C(=O)OCC(=O)Nc1c(C)cc(C)cc1C	0	6
COc1ccc(OCCn2c(C)c(/C=N/n3cnnc3)c3ccccc32)cc1	-11	7
Cc1ccc(OCc2nnc(NC(=O)c3ccco3)s2)cc1	5	-1
COc1ccc2c(c1)C(=O)c1ccccc1CO2	0	11
CC(=O)N1CCN(Cc2nc3cc(NC(=O)c4ccccc4C)ccc3n2C)CC1	-2	4
CCn1cc(C(=O)Nc2nnc(C)s2)c(=O)c2cc(F)c(N3CCN(C(=O)c4ccco4)CC3)cc21	-2	6
Cc1cc(C)c(NC(=O)c2ccccc2N(C)S(C)(=O)=O)c(C)c1	-4	2
CC(C)(C)n1nnnc1C(c1ccc(F)cc1)N1CCN(Cc2ccc3c(c2)OCO3)CC1 (stereo unspecified)	3	10
CC(=O)OC1CC(n2ccc(NC(=O)c3ccccc3)nc2=O)OC1CO (stereo unspecified)	3	-1
COc1ccc(CNCCSc2nnnn2C)cc1OC	-13	9
Nn1c(SCC(=O)N2CCc3ccccc3C2)nnc1-c1cccs1	4	7
N[C@@H](Cc1ccccc1)c1nnc(SCc2ccccc2F)o1	-1	7
Cc1cc2ccccc2c(=O)n1CC(=O)NCC(=O)N1CCCC(C)C1 (stereo unspecified)	1	6
COc1ccc(OC)c(NS(=O)(=O)c2ccc3c(c2)n(C)c(=O)n3C)c1	-3	1
Cc1ccc2nc(/C(C#N)=C\c3ccc(N4CCCCC4)c([N+](=O)[O-])c3)[nH]c2c1	1	1
COc1ccc(OC)c(NC(=O)NC2(C(F)(F)F)Oc3ccccc3O2)c1	-6	4
COc1ccc(/C=N\NS(=O)(=O)c2ccc(Cl)cc2)cc1COc1ccccc1[N+](=O)[O-]	5	5
O=C(c1cc2ccccc2o1)N1CCCCCC1	0	-18
CCOc1ccccc1NC(=O)N1CCCC(c2nc3c(nnn3Cc3ccc(C)cc3)c(=O)[nH]2)C1 (stereo unspecified)	-5	2
CC(C)(C)OC(=O)N1CCC(c2cc(=O)n3[nH]cc(C(=O)NC4CCCC4)c3n2)CC1	6	4
COc1cc(OC)cc(-c2nc3ccccc3s2)c1	2	4
CCOc1cc(C(=O)N2CCN=C2SC)cc(OCC)c1OCC	-2	3
COc1ccc(-c2c/c(=N\c3nc(-c4ccccc4)c(C)s3)c3ccccc3o2)cc1O	-1	13
Continuation.
SMILES	FXIa single inh	FXIIa inh
COc1ccc(C2=Nn3c(nnc3-c3cccnc3)SC2)cc1OC	-3	2
Nc1nc(SCc2nc(-c3ccccc3)no2)[nH]c(=O)c1-c1ccccc1	-8	7
Cc1ccc2nc(C3CCN(S(=O)(=O)c4ccc5ccccc5c4)CC3)[nH]c2c1	2	5
O=C(OCCN=C1NS(=O)(=O)c2ccccc21)c1ccccc1	2	4
O=C(Nc1ccc([N+](=O)[O-])cc1)/C(=C/c1cccc([N+](=O)[O-])c1)NC(=O)C1CCCCC1	-12	-6
COc1ccc(-n2nc(C(=O)NCc3ccco3)c3ccccc3c2=O)cc1	-5	13
Cc1ccccc1-c1nc(S(=O)(=O)c2ccc(Cl)cc2)c(NCCN2CCOCC2)o1	5	12
C=CCNc1nc(-c2sc(NC(=O)CC)nc2C)cs1	1	-2
Cc1cccc(N=C2N=C(N)c3ccccc32)c1	0	-1
CCOC(=O)CSc1nc(C)cc(C)n1	14	-13
COc1ccc(C(C(=O)Nc2ccc(C(C)C)cc2)N(C)C(=O)CNC(C)=O)cc1 (stereo unspecified)	-1	3
COc1ccc(/C=N/Nc2nnc(-c3ncc[nH]3)c3ccccc23)cc1	-6	5
COc1ccccc1N(CC(=O)Nc1cccnc1)S(=O)(=O)c1ccccc1	-9	8
COc1cc(C(=O)NCCCNc2nc3cc(C)cc(C)c3cc2C#N)cc(OC)c1OC	-11	-13
Cc1ccccc1NC(=O)c1ccccc1NC(=O)c1ccco1	4	6
CCCc1cc(=O)[nH]c(SCCOc2ccc(OCC)cc2)n1	5	23
O=P(Cc1ccncc1)(c1ccccc1)c1ccccc1	-8	8
CCC1CCCCN1C(=O)CSc1nnc(CNC(=O)c2cc(OC)c(OC)c(OC)c2)o1 (stereo unspecified)	0	-7
CCN=c1scc(-c2ccco2)n1/N=C/c1ccc(O)cc1	20	-13
CCOC(=O)C1CCN(c2nc3cc(OC)ccc3cc2C#N)CC1	0	0
Cc1ccc(S(=O)(=O)N2CCCC(C(=O)Nc3cccnc3)C2)cc1 (stereo unspecified)	14	-14
O=C(C1CCN(S(=O)(=O)Cc2ccccc2)CC1)N1CCCc2ccccc21	-5	2
CCOC(=O)C(=O)Nc1ccc2c(c1)OCO2	1	13
Cc1nc(NC(=O)COC(=O)CCS(=O)(=O)c2ccccc2Cl)c(Cl)cc1Cl	4	6
CN(C=C1C(=O)CC(C)(C)CC1=O)CCN1CCNCC1	-1	8
(listing goes on)
SMILES	FXIa single inh	FXIIa inh
COc1cccc(/C=C2\N=C(c3c(-c4ccccc4)noc3C)OC2=O)c1OC	-1	5
COc1ccc(C(=O)Nc2ccccc2C(N)=O)cc1	3	4
COc1nc(NCCN2CCOCC2)nc(Nc2ccccc2)n1	-2	-13
CCN(CC(O)Cn1c2ccccc2c2ccccc21)S(=O)(=O)c1ccc(C)cc1 (stereo unspecified)	-7	5
N/C(Cc1ccc(Cl)cc1)=N\OC(=O)c1ccccc1	-9	4
CC(=O)Oc1ccc2oc(C)c(C(=O)N3CCOCC3)c2c1	7	3
Nc1nonc1-c1noc(-c2ccccc2Br)n1	2	4
Cc1ccc(CNc2nc(C)nc3sc4c(c23)CCC4)cc1	0	8
Cc1ccccc1NS(=O)(=O)c1ccc(OCC(=O)N2CCCCC2)cc1	-5	15
COc1ccc(NC(=O)CSc2nnc(Cc3cccs3)n2-c2ccc(C)cc2)cc1	28	-12
Oc1ccccc1C(=S)N1CCCCCC1	12	5
CCOC(=O)C(NC(=O)c1ccccc1)(Nc1nnc(C)s1)C(F)(F)F (stereo unspecified)	-6	17
COC(=O)c1ccc(NC(=O)CSc2nc(C)cc(=O)[nH]2)cc1	2	-6
CCCN1C(=O)C(O)(C2CC(=O)CC(C)(C)O2)c2ccccc21 (stereo unspecified)	5	6
O=C(CSc1n[nH]c(-c2cccs2)n1)NCc1ccc2c(c1)OCO2	-3	3
COC(=O)C(=O)Nc1nnc(COc2ccccc2)s1	-3	2
COCC(C)NCc1cccc(C)c1 (stereo unspecified)	-9	6
O=C(CN1CCSCC1)N/N=C/c1ccccc1F	19	-9
O=C(CSc1nnc(-c2ccccc2F)o1)OCc1ccccc1	5	2
O=C(Nc1cccc2cccc(NC(=O)c3ccco3)c12)c1ccco1	-2	5
CN(C)c1ccc(N/C=C/C(=O)c2ccco2)cc1	9	10
CCCc1nc2ccccc2c(C(=O)OCC(=O)c2ccc3c(c2)NC(=O)CO3)c1CC	21	-14
CCOC(=O)c1c(C)[nH]c(C)c1C(=O)COC(=O)c1cccc(S(=O)(=O)N(CC)CC)c1	6	4
CCCCNC(=O)c1ccc2c(=O)n(CCCOCC)c(=S)[nH]c2c1	2	1
N#CCc1nc2n(n1)Cc1ccccc1-2	1	7
Cc1n[nH]c(C)c1S(=O)(=O)NCCc1ccc(Cl)cc1	3	5
CCCCc1[nH]c(=O)c(C#N)c2c1CSC(C)(C)C2	-1	-15
O=C(Nc1ccc2nc(-c3cccs3)c(-c3cccs3)nc2c1)N1CCOCC1	-1	0
CC1CC(C)CN(c2nc3c(c(=O)n(C)c(=O)n3C)n2CCSc2ncccn2)C1 (stereo unspecified)	1	2
O=C(/C=C/Nc1ccccc1)c1ccccc1	13	7

Compound activity (PubChem BioAssay)

Not all compounds are listed; the hit share may differ from the screen's.
